mABHD4 FP: ABHD4 inhibitors, primary screen, biochemical, fluorescence polarization, mouse; (Lyso)-N-acylphosphatidylethanolamine lipase (Mus musculus), Q8VD66; purified mABHD4, FP-Rh probe fluorescence polarization; inhibition, % at 8.92 µM; hit rate 0.54% among 370,000; AID 720543, 2013;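 active = inhibition exceeding the mean over every tested compound plus 3 SD, cut at about 30% in these data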;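 note: 0% = plate median of compound wells and 100% = S159A mutant with DMSO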
Target sequence (Q8VD66 whole entry, looked up): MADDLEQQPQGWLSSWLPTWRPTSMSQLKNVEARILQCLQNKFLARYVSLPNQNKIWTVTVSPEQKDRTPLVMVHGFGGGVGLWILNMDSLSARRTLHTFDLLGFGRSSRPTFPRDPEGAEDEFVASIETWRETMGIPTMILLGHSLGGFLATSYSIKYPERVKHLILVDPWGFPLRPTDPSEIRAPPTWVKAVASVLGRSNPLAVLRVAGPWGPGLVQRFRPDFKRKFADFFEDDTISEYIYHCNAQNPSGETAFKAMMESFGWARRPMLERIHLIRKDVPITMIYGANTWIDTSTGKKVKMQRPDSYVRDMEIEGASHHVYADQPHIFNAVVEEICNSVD
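Assay system: mouse ABHD4 enzyme, wild type / Also added: fluorescent activity-based probe FP-Rh / Doses: single nominal dose of 8.92 µM, 0.89% DMSO final / Timing: 45 min compound pre-incubation plus 60 min probe step, 25 °C / Signal: FP readout, ex 525 nm / em 598 nm / Control set: S159A mutant/DMSO as 100%, compound-well median as 0%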
rCAG RNA binder: binders of r(CAG) RNA repeats, primary screen, biochemical, fluorescence | inhibition, % at 3 µM | r(CAG) RNA repeat, TO-PRO-1 dye displacement fluorescence | hit rate 1.3% among 370,000 | AID 651821, 2012;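 active = inhibition above the plate cutoff, the mean of all test compounds on that plate plus 3 SD, cut at about 35% in these data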;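 note: 0% = DMSO alone and 100% = 100 µM mitoxantrone as full dye displacement; higher means more dye released from RNA so lower well fluorescence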
PG9 binder: binders of HIV-1 gp120 antibody PG9, primary screen, biochemical, TR-FRET | HIV-1 gp120 / PG9 antibody interaction | TR-FRET gp120-PG9 antibody binding | inhibition, % at 6.7 µM | hit rate 0.43% among 360,000; in the data active = inhibition above about 8.5%
HTRA1 inhibitor: HTRA1 serine protease inhibitors, primary screen, biochemical, fluorescence polarization, HTS; Q92743; recombinant HTRA1, FP-rhodamine activity-based probe; inhibition, % at 5.96 µM; hit rate 0.5% among 340,000; AID 504803, 2011; in the data active = inhibition above about 36%;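 note: 0% = enzyme with DMSO and 100% = wells lacking enzyme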
GC-B act: human GC-B receptor activators, primary screen, HEK293 GC-B cells, cGMP TR-FRET, EC30 CNP; 0% at EC30 CNP, 100% saturating CNP; hit rate 0.11% among 370,000; activation, % at 10 µM;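 active = activation at 10 µM reaching about 35% in either raw or pattern-adjusted values, limit read from the data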
SMARCA2 activ: SMARCA2 (BRM) function activators, primary screen, cell-based, luminescence, high throughput. MG213 cells, MMTV-luciferase reporter, dexamethasone, overnight. activation, % at 9.1 µM. hit rate 1% among 370,000; in the data active = activation above about 7.8%;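 note: 0% = vehicle wells and 100% = reference activator wells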
GC-A act: GC-A stimulated cGMP production enhancers – HEK293 GC-A cells, cGMP TR-FRET, EC30 ANP, primary screen. 0% at EC30 ANP, 100% saturating ANP. activation, % at 10 µM. hit rate 0.14% among 370,000; in the data active = activation above about 40%
ASAP1 GAP inh: inhibitors of human ASAP1 ArfGAP activity, primary screen, biochemical, fluorescence polarization | inhibition, % at 16.5 µM | hit rate 0.19% among 360,000 | ASAP1-stimulated ARF1 GTP hydrolysis, GDP FP detection | Arf-GAP with SH3 domain, ANK repeat and PH domain-containing protein 1 (Homo sapiens), … | AID 624377, 2012; in the data active = inhibition above about 25%;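 note: 0% = vehicle with enzyme and substrate and 100% = no enzyme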
Target sequence (Q9ULH1 325-724 limits assumed): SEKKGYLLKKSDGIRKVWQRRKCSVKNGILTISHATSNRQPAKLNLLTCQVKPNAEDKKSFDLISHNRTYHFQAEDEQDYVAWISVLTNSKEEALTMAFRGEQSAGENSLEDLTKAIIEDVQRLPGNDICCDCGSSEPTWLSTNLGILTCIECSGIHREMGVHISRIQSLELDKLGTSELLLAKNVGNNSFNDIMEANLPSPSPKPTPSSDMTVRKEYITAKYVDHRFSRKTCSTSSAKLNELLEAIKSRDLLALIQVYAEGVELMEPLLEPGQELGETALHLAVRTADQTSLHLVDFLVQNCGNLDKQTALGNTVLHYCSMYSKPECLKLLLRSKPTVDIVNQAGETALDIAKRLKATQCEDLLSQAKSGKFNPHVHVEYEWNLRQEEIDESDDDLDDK
ARFGAP1 inhibitor: inhibitors of rat ARFGAP1 GAP activity, primary screen, biochemical, fluorescence polarization, GDP tracer; inhibition, % at 16.5 µM; Arfgap1-stimulated ARF1 GTP hydrolysis, GDP FP detection; hit rate 0.26% among 360,000;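 active = inhibition above a per-plate limit, mean inhibition of low control wells plus 3 SD, cut at about 25% in these data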;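 note: 0% = DMSO wells with enzyme and 100% = wells lacking Arfgap1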
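Material: truncated rat Arfgap1 GAP domain; Incubation: compound-enzyme preincubation 20 min, reaction 120 min, detection 60 min, 25 °C; Read-out: percent inhibition of Arfgap1-stimulated GTP hydrolysis; Technique: FP, GDP Alexa 633 tracer displaced from anti-GDP antibody, 620/688 nm; Controls: No-Arfgap1 wells (100%) versus DMSO full-reaction wells (0%); Replication: single well per compound.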
Rev-erbA mod: modulators of Rev-erb alpha DNA binding, primary screen, biochemical, FITC-DNA, fluorescence polarization, uHTS. Nuclear receptor subfamily 1 group D member 1 (Homo sapiens), P20393. Rev-erbα–FITC-DNA binding, 90 min. activity, % at 10 µM. hit rate 0.79% among 370,000. AID 1259318, 2017;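 active = activity above about 14%, limit read from the data; passing the limit was not always enough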;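 note: 0% = DMSO wells with 35 nM protein and 100% = DMSO wells with 750 nM protein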
Starred values were filed as active, the others as inactive; nt = no result given.

Letters – A = mABHD4 FP; B = rCAG RNA binder; C = PG9 binder; D = HTRA1 inhibitor; E = GC-B act; F = SMARCA2 activ; G = GC-A act; H = ASAP1 GAP inh; I = ARFGAP1 inhibitor; J = Rev-erbA mod
[1] COc1ccc(OC)c(NC(=O)CSc2nnnn2C2CCCC2)c1
  A: -4	B: -2	C: -1.0	D: 5	E: 4	F: 1	G: -2	H: -6	I: -10	J: 5
[2] COC(=O)CCCCCN1C(=O)NC(C2CC2)C(C(=O)OCc2ccccc2)=C1C (stereo unspecified)
  A: 3	B: -1	C: 1.6	D: -9	E: -4	F: -2	G: -3	H: 9	I: 5	J: 1
[3] O=C(CSc1nnnn1-c1ccccc1)Nc1ncc(Cc2cccc(Cl)c2Cl)s1
  A: -5	B: 5	C: -1.9	D: -6	E: 1	F: -4	G: -3	H: -15	I: -6	J: -1
[4] Cn1c(SCC(=O)NC2CCCCCC2)nnc1-c1cccs1
  A: -3	B: -4	C: 0.7	D: 3	E: 6	F: -3	G: -1	H: -1	I: -3	J: -4
[5] O=C1N/C(=C/c2cccn2-c2ccccc2)C(=O)N1Cc1ccc(F)cc1
  A: 4	B: 8	C: 1.9	D: -16	E: 0	F: -3	G: 13	H: 5	I: -2	J: -4
[6] Cc1cc(C)cc(C(=O)OCC(=O)N2CCCCCC2)c1
  A: -5	B: 1	C: 1.4	D: 0	E: -3	F: -2	G: 2	H: 2	I: 7	J: -3
[7] O=C(NCCc1ccccc1)c1n[nH]c(=O)c2ccccc12
  A: 1	B: -3	C: -3.8	D: -1	E: -1	F: 7	G: -1	H: 3	I: -9	J: 3
[8] COc1ccc(NC(=O)CCCN2C(=O)/C(=C\c3ccco3)SC2=S)cc1
  A: 2	B: 16	C: -2.0	D: -4	E: -4	F: -1	G: -7	H: -10	I: 8	J: 0
[9] O=C(O)C(Cc1ccc(O)cc1)N1C(=O)c2c(Cl)c(Cl)c(Cl)c(Cl)c2C1=O (stereo unspecified)
  A: -1	B: 9	C: 0.8	D: 10	E: 3	F: -2	G: 1	H: -7	I: 3	J: -3
[10] COc1ccccc1Sc1nc(-c2ccccc2)ncc1OC
  A: -18	B: -5	C: -1.8	D: -24	E: -3	F: 0	G: -7	H: 8	I: 4	J: 0

Individual results from above.
Under SMARCA2 activ, compound 6 is listed with -2
Under SMARCA2 activ, compound 3 is listed with -4

The results go on:
Letters – A = mABHD4 FP; B = rCAG RNA binder; C = PG9 binder; D = HTRA1 inhibitor; E = GC-B act; F = SMARCA2 activ; G = GC-A act; H = ASAP1 GAP inh; I = ARFGAP1 inhibitor; J = Rev-erbA mod
[11] C/C(=N\NC(=O)c1nnn(-c2nonc2N)c1CN(C)c1ccccc1)c1cccnc1
  A: 3	B: -4	C: 0.0	D: -2	E: 3	F: 1	G: 3	H: 6	I: -7	J: -1
[12] CC(=O)c1c(C)[nH]c(C(=O)OCC(=O)C(C)(C)C)c1C
  A: 1	B: -6	C: -1.5	D: 4	E: 0	F: -1	G: 0	H: -5	I: 4	J: 5
[13] CCOC(=O)CNc1ncc([N+](=O)[O-])cc1C#N
  A: 4	B: 1	C: -0.7	D: -3	E: -4	F: -4	G: 2	H: 4	I: 1	J: 5
[14] O=C(NCc1ccco1)C(c1cccs1)N(Cc1ccccc1)C(=O)Cn1nnc2ccccc21 (stereo unspecified)
  A: -6	B: -2	C: 0.7	D: -8	E: -16	F: 0	G: -8	H: -1	I: 7	J: 0
[15] CCOc1cc(C=O)ccc1OCCSc1ccc(C)cc1
  A: -16	B: -7	C: -3.2	D: -35	E: -1	F: -3	G: 2	H: 7	I: 1	J: 8
[16] COc1ccccc1C1C=C(c2ccccc2)Nc2nnnn21 (stereo unspecified)
  A: -2	B: 0	C: -1.4	D: -5	E: -4	F: -4	G: -8	H: -11	I: 0	J: -2
[17] O=C(Nc1ccc2c(c1)OCO2)c1cc(Cl)ccn1
  A: 5	B: 5	C: -1.0	D: 10	E: 2	F: 4	G: 2	H: -2	I: -5	J: 0
[18] Cc1ccc(S(=O)(=O)CC(=O)c2ccc3c(c2)OCCO3)cc1
  A: 0	B: -2	C: -0.3	D: -2	E: 1	F: 1	G: -1	H: 9	I: 8	J: 3
[19] Cc1cc2cc3c(cc2nc1SCC(=O)OC(C)C)OCCO3
  A: 1	B: -5	C: 17*	D: 0	E: -3	F: -1	G: -7	H: 4	I: 4	J: 10
[20] NS(=O)(=O)c1ccc(NC2=CC(=O)C(=O)c3ccccc32)cc1
  A: 31*	B: 18	C: -6.5	D: 14	E: -2	F: -1	G: -1	H: 19	I: 23	J: 1

Part of the list above, reduced to mABHD4 FP:
| nr | structure | mABHD4 FP |
| --- | --- | --- |
| 15 | CCOc1cc(C=O)ccc1OCCSc1ccc(C)cc1 | -16 |
| 16 | COc1ccccc1C1C=C(c2ccccc2)Nc2nnnn21 (stereo unspecified) | -2 |
| 17 | O=C(Nc1ccc2c(c1)OCO2)c1cc(Cl)ccn1 | 5 |
| 18 | Cc1ccc(S(=O)(=O)CC(=O)c2ccc3c(c2)OCCO3)cc1 | 0 |
| 19 | Cc1cc2cc3c(cc2nc1SCC(=O)OC(C)C)OCCO3 | 1 |

The list goes on:
Letters – A = mABHD4 FP; B = rCAG RNA binder; C = PG9 binder; D = HTRA1 inhibitor; E = GC-B act; F = SMARCA2 activ; G = GC-A act; H = ASAP1 GAP inh; I = ARFGAP1 inhibitor; J = Rev-erbA mod
[21] COc1ccc(CNC(=O)CCc2c[nH]c3ccccc23)cc1
  A: 0	B: -1	C: -1.5	D: 0	E: 2	F: -2	G: 2	H: 4	I: 2	J: -3
[22] Cc1ccc(C=C(C#N)C(=O)c2ccccc2)cc1
  A: -24	B: 8	C: 1.6	D: nt	E: 3	F: 0	G: 11	H: 0	I: -3	J: -6
[23] Cc1nc2nc(C)c(NS(=O)(=O)c3ccc(CC(C)C)cc3)c(=O)n2[nH]1
  A: -5	B: 11	C: 0.2	D: 7	E: 0	F: -1	G: 1	H: 7	I: -17	J: -3
[24] CC(=O)c1c(C)[nH]c(C)c1C(C)=O
  A: 3	B: 3	C: -0.1	D: -10	E: 7	F: -2	G: 4	H: -4	I: -8	J: -1
[25] CC(C)(C)CC(C)(C)n1nnnc1N
  A: -6	B: 1	C: -0.7	D: 3	E: 2	F: -7	G: 1	H: 8	I: 0	J: 0
[26] O=[N+]([O-])c1cccc(NC(=S)N2CCOCC2)c1
  A: 2	B: 2	C: 0.9	D: 2	E: 3	F: -4	G: 3	H: -2	I: -7	J: 2

By substructure, the compounds so far containing a cyano group.
Letters – A = mABHD4 FP; B = rCAG RNA binder; C = PG9 binder; D = HTRA1 inhibitor; E = GC-B act; F = SMARCA2 activ; G = GC-A act; H = ASAP1 GAP inh; I = ARFGAP1 inhibitor; J = Rev-erbA mod
[13] CCOC(=O)CNc1ncc([N+](=O)[O-])cc1C#N
  A: 4	B: 1	C: -0.7	D: -3	E: -4	F: -4	G: 2	H: 4	I: 1	J: 5
[22] Cc1ccc(C=C(C#N)C(=O)c2ccccc2)cc1
  A: -24	B: 8	C: 1.6	D: nt	E: 3	F: 0	G: 11	H: 0	I: -3	J: -6

Two entries from above, with one line to a screen.
#26 O=[N+]([O-])c1cccc(NC(=S)N2CCOCC2)c1
#22 Cc1ccc(C=C(C#N)C(=O)c2ccccc2)cc1

Compound,26,22
mABHD4 FP,2,-24
rCAG RNA binder,2,8
PG9 binder,0.9,1.6
HTRA1 inhibitor,2,nt
GC-B act,3,3
SMARCA2 activ,-4,0
GC-A act,3,11
ASAP1 GAP inh,-2,0
ARFGAP1 inhibitor,-7,-3
Rev-erbA mod,2,-6

Screening results deposited in PubChem by several laboratories.
